# Screening data: PubChem, National Center for Advancing Translational Sciences (NCATS)
# USP1 inh = Inhibitors of USP1/UAF1: Primary Screen | Ubiquitin carboxyl-terminal hydrolase 1 (Homo sapiens), O94782 | recombinant USP1/UAF1, Ub-Rhodamine cleavage fluorescence | Potency, µM (doses to about 57.1 µM), without a hit: at the highest dose activity change, negative = inhibition, most hits filed as inhibitors | 0.23% of 390,000 active | AID 743255, 2014; further: potency means the concentration at half of the fitted maximal effect; on the % scale 0 is the no-effect control and ±100 the full control effect; nearly all actives have a fitted effect of over 60% in size; inactives centre near -12
#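 In this screen, compounds sit with the deubiquitinase complex (1nM) for 15 min at room temperature before Ub-Rho is added at 150nM final. Fluorescence rise is then followed for 6 reads every 60 seconds.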
# TRHR enhancer = qHTS for Small Molecule Agonists and Allosteric Enhancers of Human TRH Receptor: Primary Screen for Enhancers | enhancement, % at 2 µM | 0.66% of 360,000 active | AID 493056, 2011 | TRHR cells, fluo-8 calcium fluorescence, EC20 TRH enhancement; in the data active means enhancement above about 30%; further: 0% is about no effect
# Target sequence (P34981 whole entry, looked up): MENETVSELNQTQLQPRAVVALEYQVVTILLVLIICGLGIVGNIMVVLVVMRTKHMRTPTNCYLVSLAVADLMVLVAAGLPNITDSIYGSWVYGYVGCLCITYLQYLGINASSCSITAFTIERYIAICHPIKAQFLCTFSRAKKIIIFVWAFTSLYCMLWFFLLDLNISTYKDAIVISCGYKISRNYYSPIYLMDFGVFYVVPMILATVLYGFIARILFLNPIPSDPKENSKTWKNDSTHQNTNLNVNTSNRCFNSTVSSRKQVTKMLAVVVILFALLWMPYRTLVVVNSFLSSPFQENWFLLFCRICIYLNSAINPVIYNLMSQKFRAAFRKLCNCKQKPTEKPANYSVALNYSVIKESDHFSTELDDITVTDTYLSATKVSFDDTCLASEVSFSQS
#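 Enhancer read-out: after compound pinning and an initial kinetic agonist-mode read, an EC20 of TRH (10 nM final) was injected and fluo-8 calcium signal (Ex 480/Em 530) followed at 1 s/cycle for 100 cycles in TRHR-expressing cells.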
# Pin1 inh = qHTS Assay to Find Inhibitors of Pin1; 0.009% of 390,000 active; Peptidyl-prolyl cis-trans isomerase NIMA-interacting 1 (Homo sapiens), Q13526; Pin1 FP peptide displacement, HiFluor488, 10 min; AID 504891, 2011; Potency, µM (top dose mostly 115 µM), inactives show top-dose activity, negative = inhibition, hits mostly inhibitors; active means well fitted inhibition curve with a large enough effect in the polarisation, with a control signal flat, not every such curve was filed as active; inconclusive means small, poorly fitted or top-dose-only effect, or effect the other way, or a change in a side signal; inactive means no such curve, though single readings can be large or run the other way; the % refers to the polarisation; further: potency means the concentration at half of the fitted maximal effect; on the % scale 0 is the no-effect control and ±100 the full control effect
# Target sequence (Q13526 whole entry, looked up): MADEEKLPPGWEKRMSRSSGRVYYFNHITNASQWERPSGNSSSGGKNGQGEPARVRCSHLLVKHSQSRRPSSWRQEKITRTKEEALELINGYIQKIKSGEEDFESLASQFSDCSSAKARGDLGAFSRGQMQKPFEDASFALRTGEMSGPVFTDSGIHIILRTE
# D2 agonist = HTS Assay for Allosteric Agonists of the Human D2 Dopamine Receptor: Primary Screen for Agonists | D(2) dopamine receptor (Homo sapiens), P14416 | HEK293 T-REx D2 cells, calcium flux agonist mode | activation, % at 2 µM | 0.53% of 340,000 active | AID 485358, 2010;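 active means activation over 3 SD above normal in the single-dose calcium agonist read, cut at about 30% in these data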; further: 0% is about no effect
#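 Agonism scored from kinetic calcium signal (1 read/sec, 180 s) following compound pin transfer, after a 10 s baseline. Cells: HEK293 Trex line expressing inducible D2 receptor coupled to calcium, dye-loaded after overnight culture at 30 C.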
# mIDH1 inhibitor = qHTS for Inhibitors of mutant isocitrate dehydrogenase 1 (IDH1): qHTS; Isocitrate dehydrogenase [NADP] cytoplasmic (Homo sapiens), O75874; IDH1-R132H enzyme, NADPH consumption, diaphorase/resazurin fluorescence; AID 602179, 2012; 0.093% of 390,000 active; Potency, µM (doses to about 76.6 µM), for inactives: at the highest dose activity change, negative = inhibition, usual class: inhibitors; further: potency means the concentration at half of the fitted maximal effect; on the % scale 0 is the no-effect control and ±100 the full control effect; nearly all actives have a fitted effect of over 65% in size
# Target sequence (O75874 whole entry R132H, stated change not applied): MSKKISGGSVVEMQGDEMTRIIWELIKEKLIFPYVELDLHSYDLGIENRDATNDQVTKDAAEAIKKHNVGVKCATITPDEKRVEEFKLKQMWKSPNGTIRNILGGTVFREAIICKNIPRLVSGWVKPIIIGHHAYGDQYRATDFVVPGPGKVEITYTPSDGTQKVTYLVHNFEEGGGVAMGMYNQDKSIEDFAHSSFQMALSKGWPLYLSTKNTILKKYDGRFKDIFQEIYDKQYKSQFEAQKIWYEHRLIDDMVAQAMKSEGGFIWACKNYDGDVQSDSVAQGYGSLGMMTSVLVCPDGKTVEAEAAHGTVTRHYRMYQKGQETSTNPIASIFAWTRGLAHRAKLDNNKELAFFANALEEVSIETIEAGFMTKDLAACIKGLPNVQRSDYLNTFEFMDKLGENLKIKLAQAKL
#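 IDH1-R132H (0.5 ug/mL dispensed) in pH 7.5 Tris buffer was preincubated 30 min with compound, then given a substrate mix of 0.016 mM NADPH and 2 mM alpha-KG for 80 min at room temperature; remaining NADPH was read by diaphorase/resazurin fluorescence.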
# rTrxR1 inhibitor = qHTS Assay for Inhibitors of Mammalian Selenoprotein Thioredoxin Reductase 1 (TrxR1): qHTS; Thioredoxin reductase 1, cytoplasmic (Rattus norvegicus), O89049; recombinant rTrxR1, NADPH fluorescence consumption, selenite substrate; Potency, µM (series often up to 114 µM), for inactives: top-dose activity change, negative = inhibition, usual class: inhibitors; 1% of 390,000 active; AID 588453, 2011; further: potency means the concentration at half of the fitted maximal effect; on the % scale 0 is the no-effect control and ±100 the full control effect; nearly all actives have a fitted effect of over 65% in size
#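 Rat TrxR1 (90 nM in the dispensed reagent) was pre-reduced with 400 uM NADPH for 5 min at room temperature, then incubated with compound for 15 min. After 400 uM selenite was added, NADPH fluorescence (Ex 340/Em 450 nm) was followed for 8 min.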
# D2 antag = HTS Assay for Allosteric Antagonists of the Human D2 Dopamine Receptor: Primary Screen for Antagonists; HEK293 TREx D2 cells, calcium flux, dopamine EC80; inhibition, % at 10 µM; D(2) dopamine receptor (Homo sapiens), P14416; 2% of 340,000 active; in the data active means inhibition above about 30%; further: 0% is about no effect
#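 Tetracycline-induced HEK293 TREx cells expressing D2 receptor forced-coupled to calcium signalling, loaded with no-wash calcium dye. Compounds added and calcium flux read 180 s, then dopamine added at EC80 and read a further 180 s.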
# TRHR agonist = qHTS for Small Molecule Agonists and Allosteric Enhancers of Human TRH Receptor: Primary Screen for Agonists; TRHR cells, calcium flux fluo-8, FDSS agonist mode; activation, % at 2 µM; 0.18% of 360,000 active; in the data active means activation above about 30%; further: 0% is about no effect
#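 Fluo-8-loaded TRHR cells; 10 s baseline, compound added, kinetic Ca2+ fluorescence read 1/s, agonist mode.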
# TrxR1 substrate = qHTS Assay for Substrates of Mammalian Selenoprotein Thioredoxin Reductase 1 (TrxR1): qHTS; purified TrxR1 substrate turnover, NADPH consumption readout; Potency, µM (highest dose often 114 µM), for inactives: top-dose activity change, negative = substrate turnover; 0.01% of 390,000 active; AID 588456, 2011; further: potency means the concentration at half of the fitted maximal effect; on the % scale 0 is the no-effect control and ±100 the full control effect; nearly all actives have a fitted effect of over 50% in size
#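 Rat TrxR1, dispensed at 90 nM, was prereduced with 400 uM NADPH (final) for 5 min at ~22 deg C, then incubated with compound 15 min before 400 uM selenite. A first-read NADPH fluorescence drop versus no-compound background flagged substrates.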
# * marks the source's active call; other numbers are inactive results; ? = inconclusive; nt = not tested or not shown; [ ] = dose if it differs, or a comment. Unless noted, the call rests on the fitted dose curve; in most records, active means well fitted inhibition curve with a large enough effect; inconclusive means small, poorly fitted or top-dose-only effect; inactive means no such curve, though single readings can be large or run the other way.
# Start of the data: the first three entries (preview)
Structure,USP1 inh,TRHR enhancer,Pin1 inh,D2 agonist,mIDH1 inhibitor,rTrxR1 inhibitor,D2 antag,TRHR agonist,TrxR1 substrate
Cc1ccc(S(=O)(=O)NCC(=O)N(c2ccccc2)C(C(=O)NCc2ccccc2)c2ccco2)cc1 (configuration not stated),-8%,-1,4%,-1.8,-6%,4%,-11,0.1,-7%
COc1ccccc1C(=O)COC(=O)c1cc(=O)[nH]c2ccccc12,-10%,-2,44%[activator],-1.4,-3%,10%,-6,0.3,5%
COc1ccc(C(=O)/C=C(\C)Nc2ccc3c(c2)OCO3)cc1,-13%,-9,?,0.2,14%,?,4,-0.1,-1%

# The listing, previewed entries included:
Structure,USP1 inh,TRHR enhancer,Pin1 inh,D2 agonist,mIDH1 inhibitor,rTrxR1 inhibitor,D2 antag,TRHR agonist,TrxR1 substrate
Cc1ccc(S(=O)(=O)NCC(=O)N(c2ccccc2)C(C(=O)NCc2ccccc2)c2ccco2)cc1 (configuration not stated),-8%,-1,4%,-1.8,-6%,4%,-11,0.1,-7%
COc1ccccc1C(=O)COC(=O)c1cc(=O)[nH]c2ccccc12,-10%,-2,44%[activator],-1.4,-3%,10%,-6,0.3,5%
COc1ccc(C(=O)/C=C(\C)Nc2ccc3c(c2)OCO3)cc1,-13%,-9,?,0.2,14%,?,4,-0.1,-1%
COC(=O)c1ccc(NC(=O)CN2C(=O)C3C4C=CC(C4)C3C2=O)cc1 (configuration not stated),1%,4,1%,1.5,0%,11%,4,0.2,3%
CC(C)NC(=S)NC(=O)/C=C/c1ccc(F)cc1,-16%,1,-10%,-0.5,5%,-24%,13,0.8,-7%
O=C(COC(=O)COc1ccccc1)Nc1ccc(Br)cc1Br,-8%,nt,-7%,nt,9%,6%[11.4 µM],nt,nt,2%[11.4 µM]
O=C(CCS(=O)(=O)c1cc2c(cc1Cl)NC(=O)CO2)NCCc1ccc(Cl)cc1,-25%,-2,-2%,-0.7,6%,12%,nt,-0.5,2%
CS(=O)(=O)N1CCN(c2ccc([N+](=O)[O-])c(NCCN3CCOCC3)c2)CC1,-9%,-7,-12%,0.1,5%,-19%,0,3.5,-20%
CCC(C)NS(=O)(=O)c1ccc(S(=O)(=O)N(CCc2ccc(OC)c(OC)c2)Cc2cccs2)cc1 (configuration not stated),-13%,3,15%,5.6,8%,14%,5,1.6,-5%[11.4 µM]
CCCCCCCc1n[nH]c(=S)n1Cc1ccccc1,?,-5,-7%,0.6,7%,-5%[2.29 µM],-1,-1.4,-3%[57.1 µM]
Cc1c(S(=O)(=O)N2CCN(C(c3ccccc3)c3ccccc3)CC2)c(=O)n(C)c(=O)n1C,-3%,-4,3%,0.2,-3%,-4%[57.1 µM],-24,0.3,2%[57.1 µM]
O=C(c1ccc(Cn2cc(Br)cn2)o1)n1cccn1,-1%,-3,-3%,-1.4,1%,-18%[57.1 µM],19,-0.4,-3%[57.1 µM]
Cc1nnc(NC(=O)CCn2c(=O)oc3ccccc32)s1,?,1,-8%,0.3,4%,24%,9,0.2,6%
CCn1c(Cc2c(C)[nH]c3ccccc23)n[nH]c1=S,-22%,-8,?,nt,11%,-20%[57.1 µM],nt,0.3,3%[57.1 µM]
CCN(CC(=O)Nc1ccc(OC)cc1)C(=O)c1ccc(NS(=O)(=O)c2ccc(C(C)=O)cc2)cc1,2%,-6,-10%,0.2,1%,22%,2,0.1,-5%[57.1 µM]
CC(C)c1cc(C(N)=O)c(NC(=O)c2cccc(COc3ccc(Cl)cc3)c2)s1,-19%,7,17%,-0.3,1%,72%[57.1 µM],-14,1.2,42%[activator]
CC(C)(C)[C@H]1COC(=O)[C@@H](Cc2ccc(F)cc2)C/C=C\C[C@@H](CC(=O)N[C@@H](CO)Cc2ccccc2)C(=O)N1,-30%,nt,5%,nt,11%,8%[57.1 µM],nt,nt,-8%[57.1 µM]
O=C(CN1C(=O)c2cccc3cccc1c23)Nc1ccccc1Br,-11%,0,-2%,0.0,0%,20%,nt,0.1,9%
O=C(/C=C/c1ccc(Cl)cc1Cl)Nc1cccc(S(=O)(=O)NC2=NCCC2)c1,-22%,12,27%,2.2,-2%,18%,13,0.7,-9%
Nc1cccc(C(=O)Nc2cccc3ncccc23)c1,5%,-3,-6%,0.7,2%,-12%,2,0.2,-13%
CCn1c(SCC(=O)NC2=NCCS2)nnc1C(C)NC(=O)c1ccccc1F (configuration not stated),-9%,0,-4%,-0.1,-8%,12%,-12,0.4,-3%
CCN(CC)S(=O)(=O)c1ccc(NS(=O)(=O)c2ccc(F)cc2)cc1,-3%,1,2%,-0.7,-3%,14%,9,-0.3,-3%
Cc1cccc(C(C(=O)NC2CCCC2)N(C(=O)c2csnn2)C2CCCC2)c1 (configuration not stated),-21%,1,7%,nt,-3%,-6%,nt,1.5,-7%
Cc1ccc(NC(=O)C2=C(C(=O)O)CCCC2)cc1F,-15%,-16,-7%,-0.5,-4%,12%,9,1.5,-1%
COCCNc1oc(-c2ccccc2Cl)nc1S(=O)(=O)c1ccc(C)cc1,-1%,nt,-9%,nt,0%,?,nt,nt,0%
Cc1ccc(S(=O)(=O)N(C)c2ccc(OCC(=O)NCC3(N(C)C)CCCCC3)cc2)cc1,-16%,-2,-3%,0.2,3%,-1%,-7,-1.1,-6%[57.1 µM]
CC(c1ccccc1)n1c(-c2ccc(Cl)cc2)n[nH]c1=S (configuration not stated),-17%,-4,-3%,0.3,7%,-19%,-14,2.5,-2%
Cc1cc(NC(=O)c2ccccc2O)nc(C)n1,-22%,-6,-2%,0.0,-2%,20%[57.1 µM],4,0.0,3%[57.1 µM]
CN1CCN(c2ccc(NC(=O)c3ccc4c(c3)[nH]c(=O)n4Cc3ccc(F)cc3)cc2)CC1,-12%,-5,-6%,-1.2,1%,-14%,-13,0.7,-9%
O=C(C[C@@H]1C/C=C\C[C@H](Cc2ccc(F)cc2)C(=O)OCCNC1=O)N[C@H](CO)Cc1ccccc1,17%,nt,0%,nt,10%,-1%,nt,nt,-6%
COc1ccc(-c2oc(=O)c3cc(OC)c(OC)cc3c2C#CCCCO)cc1,-28%,nt,2%,nt,-7%,46%,nt,nt,53%
CC(C)Cc1ccc(C(C)NC(=O)Cc2ccc(S(=O)(=O)N3CCOCC3)s2)cc1 (configuration not stated),-9%,3,0%,0.0,3%,-2%,-24,1.5,-6%
CN(C)c1ccc(CNC(=O)C2CCN(S(=O)(=O)c3ccc4c(c3)CCC(=O)N4)CC2)cc1,?,-4,9%,0.4,8%,0%,17,0.2,-2%
COc1ccc(S(=O)(=O)Cc2ccc(C(=O)N3CCN(Cc4ccccc4)CC3)o2)cc1,?,-9,-3%,2.9,4%,-13%,0,-1.3,6%
O=C(O)C/C(=C\c1ccc(Cl)cc1)c1nc2ccccc2o1,1%,-3,2%,0.2,1%,13%[57.1 µM],0,-0.1,-4%[57.1 µM]
O=C(O)c1oc2ccccc2c1CSc1ccccn1,-14%,-1,-4%,0.5,0%,-3%,13,0.2,-10%
COc1ccc(C(C(=O)NCC2CCCO2)N(C(=O)CNC(=O)c2cccs2)c2ccc(C(C)=O)cc2)cc1OC (configuration not stated),-19%,4,0%,-0.9,-2%,11%[57.1 µM],-6,0.2,4%[57.1 µM]
COc1ccc(-n2nc(C(=O)N3CCN(c4cccc(C)c4)C(C)C3)c3c4ccccc4n(C)c3c2=O)cc1Cl (configuration not stated),-2%,-4,0%,0.1,0%,10%,nt,2.0,-5%
O=C1c2ccccc2C(=O)N1CCSc1ncn[nH]1,-6%,2,-4%,-0.1,3%,-19%,1,0.0,-12%
COc1ccc(CCNC(=O)CCc2c(C)c3cc4c(C)c(C)oc4cc3oc2=O)cc1OC,-20%,21,5%,-0.3,-14%,-8%,nt,-1.4,2%
Nc1c(C(=O)Nc2ccc(OC(F)(F)F)cc2)sc2nc(-c3ccncc3)ccc12,?,3,?,2.9,-15%,25%,nt,4.7,29%
COc1ccc(C(=O)NNC(=S)NC(=O)c2cccc([N+](=O)[O-])c2)cc1,-16%,nt,-17%,nt,-3%,-17%,nt,nt,-5%
COc1ccc2[nH]c3nc(SCc4nnc(-c5ccc(C)cc5)o4)nnc3c2c1,-16%,6,-7%,-1.3,1%,14%,-12,0.5,3%
COc1ccc(C2=C(C)C(=O)N(Cc3ccc(C(=O)NCc4ccccc4C)cc3)S2(=O)=O)cc1,0%,12,7%,nt,nt,223%[activator][57.1 µM],nt,1.6,254%[activator][57.1 µM]
C/C(=N\Nc1nc(C)cc(C)n1)c1ccc(N2CCOCC2)cc1,-15%,0,0%,1.7,4%,-1%,-16,0.6,-13%

# Not all compounds are listed; the hit share may differ from the screen's.
